# Screening data: PubChem BioAssay, Southern Research Specialized Biocontainment Screening Center
# M. tuberculosis HTS: M. tuberculosis growth inhibition, HTS (AID 449762) | M. tuberculosis H37Rv growth inhibition, 7H9 media; higher % means a stronger effect | inhibition, % at 25 µM; hits with a dose series show IC50 in µM | 0.59% of 330,000 active; in the data active = a potency from the dose series; inconclusive = inhibition above about 70% without an active follow-up result;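 also: bacterial growth assessed after seven days of incubation; strong numbers were not always called active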
# influenza NS1A: NS1A inhibition, H1N1 influenza, cell based functional assay (AID 504329) | inhibition, % at 12.5 µM; hits with a dose series show IC50 in µM | 0.3% of 340,000 active | NS1A functional cell-based assay, percent inhibition; higher % means a stronger effect; in the data active = a potency from the dose series; inconclusive = inhibition above about 27% without an active follow-up result; also: strong numbers were not always called active
# M. tuberculosis: growth inhibition of non-replicating M. tuberculosis (AID 488890); Mycobacterium tuberculosis non-replicating, growth inhibition; higher % means a stronger effect; one-dose inhibition, % at 25 µM; IC50 in µM for titrated hits; 0.39% of 320,000 active; in the data active = a potency from the dose series; inconclusive = inhibition mostly from about 82% at the one dose, without a potency; inactive = the rest, 99 in 100 with inhibition below about 76%;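 also: plate controls were DMSO cells for no effect and high antibiotic wells for full effect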
# PhoP GFP inhibition: Inhibition of PhoP regulon, Salmonella typhi GFP reporter cells, confirmation, 4 h (AID 1850) | 0.33% of 310,000 active | one-dose inhibition, % at 50 µM; IC50 in µM for titrated hits | Salmonella Typhi PhoP-promoter GFP reporter, fluorescence, 4 h; higher % means a stronger effect; in the data active = a potency from the dose series; inconclusive = inhibition mostly from about 25% at the one dose, without a potency; inactive = the rest, 99 in 100 with inhibition below about 19%;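 also: 0% = induced wells with vehicle and 100% = uninduced wells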
# VEEV TC-83 Vero: inhibitors of VEEV TC-83 cytopathic effect, confirmation, Vero cells (AID 588727); Vero cells, VEEV TC-83 cytopathic effect inhibition; higher % means a stronger effect; 0.13% of 350,000 active; inhibition, % at 20 µM, or IC50 in µM where a hit was titrated; in the data active = a potency from the dose series; inconclusive = inhibition mostly from about 14% at the one dose, without a potency; inactive = the rest, 99 in 100 with inhibition below about 12%; also: strong numbers were not always called active
# VEEV TC-83 Vero 10K pilot screen: also measured in VEEV TC-83 Vero; calls as there; inhibition, %; measured here: 10K pilot screen inhibition
# * marks the source's active call; other numbers are inactive results; i = inactive; ? = inconclusive; nt = not tested or not shown. Rows are unselected. About 1.5% of those tested had a hit in this group.
SMILES,M. tuberculosis HTS,influenza NS1A,M. tuberculosis,PhoP GFP inhibition,VEEV TC-83 Vero,others
Cc1ccc(OCC(O)Cn2c(=N)n(CCN3CCCCC3)c3ccccc32)cc1 (stereo not drawn),-5%,1%,63%,112µM*,21%,
CC(NC(=O)C1CCCN(S(=O)(=O)c2ccc(-n3cnnn3)cc2)C1)c1ccc(F)cc1 (stereo not drawn),-3%,8%,2%,2%,i,
CCCCn1nc(-c2ccccc2)c2nc3ccccc3nc21,2%,nt,17%,-172%,nt,
CC(C)Oc1ccc(/C(O)=C2/C(=O)C(=O)N(CCCn3ccnc3)C2c2cccnc2)cc1 (stereo not drawn),5%,-7%,-8%,-5%,0.8%,
CN(C(=O)c1cccc(NC(=O)Cc2ccc(NC(=O)C3CCCN(C(=O)C4CCCC4)C3)cc2)c1)C1CCCC1 (stereo not drawn),nt,-12%,nt,nt,0.3%,
Cc1ccc(C2=NN(C(=O)CCCC(=O)O)C(c3ccco3)C2)cc1 (stereo not drawn),3%,-12%,21%,-13%,0.6%,
Cc1onc(-c2ccccc2)c1C(=O)N/N=C(\N)COc1ccc(Cl)cc1,57%,-15%,-5%,3%,0.6%,
COc1ccc(NC(=O)CCN=C2NS(=O)(=O)c3ccccc32)cc1S(=O)(=O)N(C)C,-3%,-5%,7%,nt,4.7%,
N#Cc1c(/N=C/c2cc3ccccc3s2)sc2c1CCC2,-4%,1%,1%,-10%,3.6%,
CCC(C(=O)NCc1ccccc1OC)c1ccccc1 (stereo not drawn),-7%,-2%,-5%,-8%,i,
Fc1cccc(Cl)c1CNCCCSc1ncccn1,4%,-10%,42%,-3%,i,
O=C(C[n+]1cc(Br)cc(Br)c1)c1ccc(Cl)cc1,5%,22%,6%,20%,i,

# Reprinted from the entries so far for reference:
SMILES,M. tuberculosis HTS,influenza NS1A,M. tuberculosis,PhoP GFP inhibition,VEEV TC-83 Vero,others
CC(C)Oc1ccc(/C(O)=C2/C(=O)C(=O)N(CCCn3ccnc3)C2c2cccnc2)cc1 (stereo not drawn),5%,-7%,-8%,-5%,0.8%,
CN(C(=O)c1cccc(NC(=O)Cc2ccc(NC(=O)C3CCCN(C(=O)C4CCCC4)C3)cc2)c1)C1CCCC1 (stereo not drawn),nt,-12%,nt,nt,0.3%,

# (listing goes on)
SMILES,M. tuberculosis HTS,influenza NS1A,M. tuberculosis,PhoP GFP inhibition,VEEV TC-83 Vero,others
COc1ccc(/C=N/NC(=O)CNC(=O)c2ccc(S(=O)(=O)N3CCCC3)cc2)c(OC)c1,2%,4%,1%,-8%,i,
Cc1cc(C)n(C(=O)c2ccc(S(=O)(=O)N3CCCC3)cc2)n1,3%,3%,-12%,7%,0.6%,
COc1nnc(-c2ccc(N3CCOCC3)c(NC(=O)C3CCCCC3)c2)c2ccccc12,9%,23%,30%,2%,i,
COc1cccc(CNc2ncc(C(=O)Nc3cc(OC)c(OC)c(OC)c3)c(C)n2)c1,3%,-4%,17%,7%,0.7%,
Cc1ccc(C(=O)N2CCN(c3ccc(NC(=O)CSc4ccc(Cl)cc4)cc3)CC2)cc1,5%,-2%,13%,1%,0.7%,
COc1ccc(C(=O)NNC(=O)C2(C)CC2(Br)Br)cc1 (stereo not drawn),8%,3%,19%,-10%,2.1%,
O=C(CNCCC1=CCCCC1)Nc1ccccc1N1CCCCC1,-5%,25%,4%,-2%,i,
O=C(O)c1ccc(F)c(S(=O)(=O)Nc2ccccc2Cl)c1,4%,10%,6%,-5%,1.8%,
O=C(Nc1nnc(C2CC2)s1)c1cc(S(=O)(=O)N2CCN(c3ccccc3)CC2)ccc1Cl,-1%,16%,33%,1%,0.3%,
Cc1ccc(C)c(Cn2nc(-c3ccccc3)ccc2=O)c1,?,-12%,47%,-2%,i,
c1ccc2nc(N3CCCC3)c(N3CCCCC3)nc2c1,nt,-41%,nt,nt,0.9%,
O=C(OCc1nnc(-c2ccccc2)o1)c1cc(=O)c2ccccc2o1,1%,15%,12%,-1%,1.5%,

# Gathered by group, those above containing a COOH group.
SMILES,M. tuberculosis HTS,influenza NS1A,M. tuberculosis,PhoP GFP inhibition,VEEV TC-83 Vero,others
Cc1ccc(C2=NN(C(=O)CCCC(=O)O)C(c3ccco3)C2)cc1 (stereo not drawn),3%,-12%,21%,-13%,0.6%,
O=C(O)c1ccc(F)c(S(=O)(=O)Nc2ccccc2Cl)c1,4%,10%,6%,-5%,1.8%,

# Filtered by structure: the compounds so far containing an aryl thioether with sulfur outside any ring
SMILES,M. tuberculosis HTS,influenza NS1A,M. tuberculosis,PhoP GFP inhibition,VEEV TC-83 Vero,others
Fc1cccc(Cl)c1CNCCCSc1ncccn1,4%,-10%,42%,-3%,i,
Cc1ccc(C(=O)N2CCN(c3ccc(NC(=O)CSc4ccc(Cl)cc4)cc3)CC2)cc1,5%,-2%,13%,1%,0.7%,

# (continued)
SMILES,M. tuberculosis HTS,influenza NS1A,M. tuberculosis,PhoP GFP inhibition,VEEV TC-83 Vero,others
Cc1csc(C(C#N)C(=O)c2cc3ccccc3o2)n1 (stereo not drawn),23%,-12%,?,-3%,2.0%,
COc1ccc(NC(=O)c2cc(N3C(=O)C4C5CCC(C5)C4C3=O)ccc2Cl)c(OC)c1 (stereo not drawn),-8%,8%,17%,8%,0.4%,
CCCCN1C(=O)CCC(C(=O)O)C1c1ccc([N+](=O)[O-])cc1 (stereo not drawn),-6%,-2%,2%,-3%,2.0%,
O=C(NCCCN1CCOCC1)c1ccccc1-c1ccccc1,4%,9%,nt,-2%,4.8%,VEEV TC-83 Vero 10K pilot screen=0.0
COc1ccc2sc(SCCCS(=O)(=O)O)[n+](CCCS(=O)(=O)[O-])c2c1,1%,1%,-4%,6%,i,
Cc1cc(C(=O)OCC(=O)Nc2cc(S(=O)(=O)N3CCOCC3)ccc2Cl)c(C)o1,2%,2%,10%,6%,0.5%,
Nc1cc(=O)[nH]c(=O)n1CCc1ccccc1,6%,-4%,5%,-5%,i,
Cc1nc2ccccc2n1CC(O)COc1ccc(Br)cc1 (stereo not drawn),54%,-7%,68%,-5%,1.2%,
CCCCC(=O)Nc1ccc(C(=O)Nc2cc(C(F)(F)F)ccc2Cl)cc1,11%,-9%,6%,18%,i,
CCOc1ncccc1C(=O)Nc1cccc(-c2nnc3n2CCCCC3)c1,4%,-1%,-11%,-1%,1.0%,
C/C(=N\NC(=O)Cc1cccc2ccccc12)c1ccncc1,2%,4%,-9%,-2%,0.2%,
CCc1nn(C(C)C(=O)NCc2cccc(Cl)c2)c(=O)c2cc3occc3n12 (stereo not drawn),2%,4%,-5%,6%,i,

# Molecules from the list above containing two or more sulfur atoms (4):
SMILES,M. tuberculosis HTS,influenza NS1A,M. tuberculosis,PhoP GFP inhibition,VEEV TC-83 Vero,others
COc1ccc(NC(=O)CCN=C2NS(=O)(=O)c3ccccc32)cc1S(=O)(=O)N(C)C,-3%,-5%,7%,nt,4.7%,
N#Cc1c(/N=C/c2cc3ccccc3s2)sc2c1CCC2,-4%,1%,1%,-10%,3.6%,
O=C(Nc1nnc(C2CC2)s1)c1cc(S(=O)(=O)N2CCN(c3ccccc3)CC2)ccc1Cl,-1%,16%,33%,1%,0.3%,
COc1ccc2sc(SCCCS(=O)(=O)O)[n+](CCCS(=O)(=O)[O-])c2c1,1%,1%,-4%,6%,i,

# Next entries.
SMILES,M. tuberculosis HTS,influenza NS1A,M. tuberculosis,PhoP GFP inhibition,VEEV TC-83 Vero,others
COc1cc(Cl)ccc1NC(=S)N(CCN1CCOCC1)C1CCN(C(C)=O)CC1,-5%,0%,-5%,4%,0.0%,
O=C(COC(=O)c1ccccc1C(=O)N1CCN(c2ccccc2)CC1)NCc1ccccc1,8%,-4%,29%,2%,6.5%,
O=C(CN1CCN(Cc2ccccc2Cl)C1=O)NC1CCCCCC1,0%,-4%,0%,-1%,8.8%,
COc1ccc(N(C(=O)Cn2nnc3ccccc32)C2(C(=O)NC3CCCC3)CCCCC2)cc1,-1%,-2%,41%,-9%,0.0%,
Cc1c(CC(=O)NCCCCCC(=O)O)c(=O)oc2c(C)c3oc4c(c3cc12)CCCC4,-9%,18%,1%,9%,0.9%,
Cc1cc2ncc(S(=O)(=O)C(C)(C)C)c(N)n2n1,-14%,-9%,5%,6%,0.1%,
Cc1ccc(S(=O)(=O)N2CCN(C(=O)c3ccc(COc4ccccc4)o3)CC2)cc1,-6%,1%,20%,nt,6.9%,
COc1cccc2c3c(c(=O)[nH]c12)CC(C)(C)O3,-3%,nt,-11%,0%,i,
CC(C)NC(=O)c1c2c(nc3ccccc13)CCCC2,-10%,-7%,-4%,15%,0.8%,
O=C(CN1C(=O)S/C(=C\c2ccccc2F)C1=O)NC1C=CS(=O)(=O)C1 (stereo not drawn),-1%,6%,-9%,-7%,4.6%,
Cc1ccccc1OCC(=O)NC(=S)Nc1ccc(N2CCCC2)cc1,?,5%,20%,9%,0.3%,
CC(CN1CCOCC1)OC(=O)c1ccc2c(c1)OCCO2 (stereo not drawn),0%,-24%,i,-4%,5.3%,
Cc1csc(NC(=O)c2ccc(Br)s2)n1,-6%,17%,61%,12%,2.2%,
COc1ccc(N2CCN(S(=O)(=O)c3cc(-c4cc(C)no4)ccc3C(C)C)CC2)cc1,6%,2%,5%,-25%,1.8%,
COc1ccc(C(=O)C2CCCN(C(=O)c3ccc4cc[nH]c4c3)C2)c(C)c1 (stereo not drawn),5%,-10%,12%,-1%,1.2%,
COc1ccccc1CN1[C@@H](CC(=O)O)c2cc(F)ccc2S1(=O)=O,1%,-14%,-9%,-17%,0.1%,
Cc1cc2c(s1)NC(=O)CN=C2c1cccs1,7%,1%,77%,-5%,1.6%,
OC1(c2ccc3ccccc3c2)CCN(Cc2ccccc2)C1 (stereo not drawn),4%,-5%,17%,0%,0.6%,
Cc1ccc(NC(=O)COC(=O)C2CC(=O)N(Cc3ccccc3)C2)cc1F (stereo not drawn),4%,6%,7%,-5%,0.9%,
O=C(NCCN1CCCC1)c1ccc2c(c1)N(Cc1ccc(F)cc1)C(=O)c1ccccc1S2=O (stereo not drawn),-2%,2%,24%,-7%,i,
C=C(C)c1cccc(C(C)(C)NC(=O)N2CCOCC2)c1,-2%,6%,-9%,-4%,0.7%,
CCC(C)(C)n1nnnc1C(c1ccc(C)cc1)N(Cc1ccco1)Cc1cccs1 (stereo not drawn),5%,-2%,53%,-14%,1.0%,
Cc1ccc(C(=O)NC(=S)NCc2cccnc2)cc1C,5%,-9%,72%,5%,1.2%,
Nc1cccc2c(=O)c3ccccc3[nH]c12,6%,8%,-8%,21µM*,5.8%,
COc1ccc2nc(NC(=O)C3CCCN(S(=O)(=O)c4cccc5nonc45)C3)sc2c1 (stereo not drawn),-3%,7%,25%,9%,8.4%,
O=C(c1ccc2c(c1)OCCO2)C1CCN(S(=O)(=O)c2ccc(F)cc2)CC1,2%,0%,16%,-7%,i,
CCc1ccccc1NC(=O)CSc1nnc([C@@H](N)Cc2c[nH]c3ccccc23)o1,7%,1%,4%,1%,5.0%,
O=C(CSCc1cccc(Br)c1)N/N=C/c1ccc2c(c1)OCO2,3%,3%,51%,9%,7.6%,
Cc1cc(N/C(=N/S(=O)(=O)c2ccc(F)cc2)c2ccccc2)n(-c2ccccc2)n1,-7%,-13%,-13%,-18%,2.6%,
O=C(COC(=O)c1ccccc1C(=O)OCC(=O)NCCc1c[nH]c2ccccc12)NCCc1c[nH]c2ccccc12,51%,9%,24%,14%,9.5%,
CCOc1ccc(C(NC(=O)/C=C/c2ccco2)c2ccc(OC)c(OC)c2)cc1 (stereo not drawn),-2%,1%,-1%,-4%,i,VEEV TC-83 Vero 10K pilot screen=0.0
COc1cc(OC)cc(-c2nnc(Sc3ccc(C=O)cc3[N+](=O)[O-])o2)c1,-5%,nt,39%,-11%,nt,
COc1ccc(C)cc1S(=O)(=O)Nc1cccnc1,-6%,-6%,0%,-8%,2.8%,
COC(=O)c1ccc(C(=O)OC)c(NS(C)(=O)=O)c1,-14%,-1%,-5%,-3%,1.5%,
Nc1nc(NCc2ccco2)nc(Nc2ccccc2)c1[N+](=O)[O-],12%,23%,-7%,7%,0.1%,
O=c1cc(N2CCN(c3ccccc3)CC2)[nH]c(=O)n1C1CCCCC1,0%,1%,18%,-28%,i,
Cc1ccc(OC(F)F)c(NC(=O)Nc2ccc3c(c2)OCO3)c1,6%,-1%,-13%,-2%,6.9%,
